Assay outcomes (PubChem BioAssay)
TSHR antagonist – human thyrotropin receptor antagonism; P16473; TSHR-expressing cells, TSH-stimulated cAMP HTRF, 2 h; hits give low values; activity change, negative = inhibition, % at 11.5 µM; 330,000 tested, 0.2% active; AID 504810;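 active means activity change below a set negative limit, meaning inhibition stronger than a set level, cut at about -70% in these data; inconclusive means activity change between two set negative limits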; further: on the % scale 0 is the no-effect control and ±100 the full control effect
Target sequence (P16473 whole entry, looked up): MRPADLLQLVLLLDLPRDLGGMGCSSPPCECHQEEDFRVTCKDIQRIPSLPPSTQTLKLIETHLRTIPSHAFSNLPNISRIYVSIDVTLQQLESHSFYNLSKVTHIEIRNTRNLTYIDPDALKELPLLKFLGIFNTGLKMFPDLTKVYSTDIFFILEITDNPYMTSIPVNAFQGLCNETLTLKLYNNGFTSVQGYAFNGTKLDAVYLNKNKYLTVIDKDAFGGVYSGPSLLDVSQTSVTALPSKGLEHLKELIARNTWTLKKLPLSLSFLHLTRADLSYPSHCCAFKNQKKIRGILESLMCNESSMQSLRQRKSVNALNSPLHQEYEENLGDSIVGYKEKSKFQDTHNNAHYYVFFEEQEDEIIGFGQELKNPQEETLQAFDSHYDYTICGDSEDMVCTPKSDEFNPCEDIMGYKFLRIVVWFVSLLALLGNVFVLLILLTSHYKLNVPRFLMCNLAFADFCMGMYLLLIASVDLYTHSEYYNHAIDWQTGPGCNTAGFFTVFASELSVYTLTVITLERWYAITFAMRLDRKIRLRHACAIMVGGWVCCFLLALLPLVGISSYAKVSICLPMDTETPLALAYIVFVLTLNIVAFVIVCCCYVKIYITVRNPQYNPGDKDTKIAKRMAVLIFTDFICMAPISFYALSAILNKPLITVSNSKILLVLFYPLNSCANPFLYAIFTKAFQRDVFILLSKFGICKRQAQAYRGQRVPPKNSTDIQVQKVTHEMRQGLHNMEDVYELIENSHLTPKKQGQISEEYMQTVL
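Antagonism was scored as loss of TSH-driven cAMP in TSHR cells, stimulated with 4nM TSH (EC80) for 2 hours at 37 deg C and detected by homogeneous HTRF competition immunoassay.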
TRPV1 agonist – human TRPV1 agonism. Q8NER1. TRPV1-expressing cells, Fluo-8 calcium influx, agonist mode. activation, % at 8.33 µM. 320,000 tested, 0.19% active; in the data active means activation above about 80%; inconclusive means between about 30% and that limit; further: 0% is about no effect
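TRPV1-expressing cells were cultured overnight at 35.5C and loaded with Fluo-8 calcium dye for 40 to 90 min at room temperature. After a 10 s baseline, compound was added and calcium influx was read kinetically for 3 min (ex 480/em 520 nm).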
A-T KAP1 phos – candidate therapy for ataxia-telangiectasia; […] A-T fibroblasts, KAP-1 phosphorylation AlphaLISA; neocarzinostatin DNA damage 30 min before lysis; Potency, µM (series often up to 57.5 µM), inactives show at the top dose activation, usual class: activators; 320,000 tested, 0.19% active; further: potency means the concentration at half of the fitted maximal effect; % of control where 0% means no effect; nearly all actives have a fitted effect of over 45% in size
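hTERT-immortalized A-T patient fibroblasts ([…]), 500 cells/well in OPTI-MEM, 1% FBS, got compounds for 60 min, then NCS for 30 min at 37C. Lysates were then assayed for phospho-KAP-1 by AlphaLISA (anti-pKAP1 donor, anti-KAP1 acceptor beads), 6 hr at 25C.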
KCNH2 3.1 inh – KCNH2 3.1 (human) potassium channel inhibition; U2OS KCNH2 3.1, thallium flux FluxOr; hits give low values; activity change, % (tested at about 1.8 µM); 340,000 tested, 0.95% active; AID 720553;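 active means maximum activity change below -70%; inconclusive means maximum activity change from -70% to -50%; inactive means maximum activity change above -50%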;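 further: thallium influx rate constant from kinetic fluorescence after stimulation buffer; on the % scale 0 is the no-effect control and ±100 the full control effect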
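Channel expression came from 3.1 mutant virus (1.77 x 10^8 /mL) applied to suspended U2OS cells for 4 h. Flux was tracked with FluxOr dye plus Red40 quencher, and kinetic rate constants normalized to controls.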
ELG1 repair inh – inhibitors of ELG1-dependent DNA repair in HEK293T cells. HEK293T ELG1-luciferase reporter, luminescence, 16 h; DNA damage induced by 5-fluorouridine. Potency, µM (highest dose often 46.1 µM), inactives show at the highest dose activity change, negative = inhibition, most hits filed as inhibitors. 330,000 tested, 2.3% active; further: potency means the concentration at half of the fitted maximal effect; on the % scale 0 is the no-effect control and ±100 the full control effect; nearly all actives have a fitted effect of over 55% in size
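Quantitative HTS, concentration-response format. 2,000 cells/well co-treated with 5-fluorouridine and compound, 16 hr in 5% CO2 at 37 °C; ONE-Glo luminescence read after 30 min.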
Eya2 phos inh – Eya2 (human) phosphatase inhibition | O00167 | recombinant Eya2, OMFP fluorescence dephosphorylation (OMFP is methylfluorescein phosphate) | Potency, µM (top dose mostly 76.9 µM), for inactives: at the highest dose activity, negative = inhibition, most hits filed as inhibitors | 330,000 tested, 0.006% active | AID 488837; further: potency means the concentration at half of the fitted maximal effect; on the % scale 0 is the no-effect control and ±100 the full control effect
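Eya2 (0.2 uM) preincubated 10 min at ambient with compound, then OMFP substrate added at 50 uM; 10 min reaction in 50 mM HEPES pH 7.5, 50 mM NaCl, 5 uM MgCl2, 0.05% BSA, 1 mM DTT. Fluorescence read at Ex 485/Em 525 nm.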
Mito fusion act – mitochondrial division inhibition or fusion activation | 320,000 tested, 0.23% active | Potency, µM (series often up to 46.1 µM), without a hit: top-dose growth rescue (activation), actives largely listed as activators | S. cerevisiae fusion-defective mutant growth rescue, CellTiterGlo 48 h;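 further: potency means the concentration at half of the fitted maximal effect; % of control where 0% means no effect; nearly all actives have a fitted effect of over 45% in size; temperature-sensitive fusion mutants such as fzo1-1 at 37 °C on non-fermentable ethanol glycerol medium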
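Temperature-sensitive fusion-defective S. cerevisiae (e.g. fzo1-1, mgm1-5) were grown with compound in YPEG medium (3% ethanol, 3% glycerol) for 48 hours at 37C. Growth rescue was measured as viability by CellTiterGlo luminescence after 10 minutes at ambient.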
USP2a block – blocks human ubiquitin-specific protease USP2a | O75604 | USP2 core, Ub-CHOP2 coupled fluorogenic reporter, 485/531 | Potency, µM (highest dose often 38.3 µM), for the others: at the top dose activity change, negative = inhibition, actives largely listed as inhibitors | 330,000 tested, 0.01% active | AID 463254;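 further: potency means the concentration at half of the fitted maximal effect; plate controls were DMSO wells for no effect and full inhibition by NEM control for full effect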
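Cell-free coupled assay: 10nM USP2 core preincubated 30min RT with compound in Tris-HCl pH 8.0/CaCl2/CHAPS buffer, then 25nM Ub-CHOP2 and 25nM reporter substrate; fluorescence (Ex 485/Em 531) read after 60min RT, normalized to NEM inhibition, concentration-response curves fitted.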
TCR activator – activates T cell receptor signaling | Potency, µM (titrated, usually from 9.22 µM), inactives show top-dose activation of IL-2 secretion, hits mostly activators | 330,000 tested, under 10 active | primary human leukocytes, anti-CD3, IL-2 HTRF, 48 h; further: % of control where 0% means no effect
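48 hr co-incubation of compounds, a-CD3 beads and primary human leukocytes; IL-2 quantified homogeneously by HTRF with anti-IL-2 K and d2 conjugates.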
KCNH2 WT inh – blocks the wildtype human KCNH2 potassium channel. activity change, % at 1.84 µM. Q12809. AID 720551. 340,000 tested, 0.37% active. U2OS, BacMam KCNH2, thallium flux FluxOr; hits give low values;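 active means maximum activity change below -70%; inconclusive means maximum activity change between -70% and -50%; inactive means maximum activity change above -50%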; further: on the % scale 0 is the no-effect control and ±100 the full control effect
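U2OS cells were transduced with wild-type KCNH2 virus (2.03 x 10^8 / mL) for 4 h at room temperature, then cultured overnight at 37 C. Thallium flux was read with FluxOr dye. Rate constants were normalized to DMSO controls.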
Active calls of the source: *; ? = inconclusive; · = no result given; [ ] = another dose, or the depositor's remark. Unless noted, the call rests on the fitted dose curve; in most records, active means well fitted curve in the direction sought with a large enough effect; inconclusive means small, poorly fitted or top-dose-only effect, or another doubt; inactive means no such curve, though single readings can be large; an effect the other way counts as inactive or inconclusive. Not all compounds are listed, so the mix of outcomes need not match the whole.

SMILES	TSHR antagonist	TRPV1 agonist	A-T KAP1 phos	KCNH2 3.1 inh	ELG1 repair inh	Eya2 phos inh	Mito fusion act	USP2a block	TCR activator	KCNH2 WT inh
COc1cc2c(=O)n(CCC(=O)NCC3CCCO3)c(=O)n(CC(=O)Nc3ccccc3C)c2cc1OC (stereo not drawn)	4	-1	6%	24	-6%	9%	-1%	2%	-3%	24
CCC(CC)c1nnc(NC(=O)c2cc([N+](=O)[O-])ccc2N2CCOCC2)s1	·	·	4%	8	-27%	10%	·	5%	-8%	1
CCCc1nc2c(=O)n(C)c(=O)[nH]c2n1CCC	2	1	1%	-18	17%	1%	2%	2%	-6%	5
COc1cc(NC(=O)COc2cc3oc(=O)cc(C)c3cc2Cl)cc(OC)c1OC	-5	-3	-1%	33	?	0%	0%	3%	-3%	-2
CCN(CC(=O)Nc1ccc(Br)c(C)c1)CC(=O)NC(C)C	0	25	0%	6	0%	4%	-7%	-3%	1%	-5
CC1(C)Cc2c(cnn2-c2ccccc2)C(NC(=O)C2(C(N)=O)CC2)C1 (stereo not drawn)	-3	?	2%	11	3%	-3%	1%	-1%	-2%	-1
O=C1CSC(c2cccnc2)N1Cc1ccc(Cl)c(Cl)c1 (stereo not drawn)	-27	3	0%	-22	17%	15%	4%	-1%	1%	0
O=C(Oc1ccc(N2C(=O)CCC2=O)cc1)c1ccccc1Cl	6	2	17%	-20	-8%	-1%	-2%	5%	0%[46.1 µM]	-4
O=C(O)c1ccc(NC(=O)c2cccc(C(=O)Nc3ccc(C(=O)O)cc3)n2)cc1	-3	0	6%	-17	4%	0%	4%	3%	-16%	-1
Cc1ccc(S(=O)(=O)NCCC(=O)N2CC(C)OC(C)C2)cc1C (stereo not drawn)	22	-3	·	-9	?	13%	2%	1%	-7%	1
COC(=O)c1cc(-c2cccs2)nc2ccccc12	18	1	3%	8	2%	2%	-2%	1%	2%	13
CN(C)N=Nc1ccc(S(=O)(=O)NC(=O)Cc2ccccc2)cc1	-9	-2	-2%	2	5%	?	2%	2%	-2%	-3
CC(C)CNS(=O)(=O)c1ccc(OCC(=O)NCc2ccco2)cc1	1	-4	3%	-4	·	6%	-2%	3%	0%[46.1 µM]	1
CCOc1ccc(C(c2c(NC(=O)c3ccco3)sc(C)c2C)N2CCOCC2)cc1 (stereo not drawn)	2	6	0%	-22	-7%	10%	?	-3%	3%	-3
CCC1(C(=O)c2ccccc2)C(c2ccc([N+](=O)[O-])cc2)C1(C(=O)OC)C(=O)OC (stereo not drawn)	16	-2	-8%	-8	-12%	-1%	-1%	-1%	-6%[46.1 µM]	-5
Cn1c(=O)c2c([nH]c(=O)n2C)n(C)c1=O	41	6	0%	1	0%	-6%	-3%	-6%	-3%[46.1 µM]	-10
COc1ccccc1NS(=O)(=O)c1ccc(C(=O)NCCCn2ccnc2)cc1	-8	0	-5%	-16	25%	2%	-4%	1%	-1%	1
CCOC(=O)Nc1cc(OCC)c(NC(=O)C2CC2)cc1OCC	23	3	-4%	11	2%	-2%	-5%	0%	-10%	-16
CCOc1ccccc1CN1CCNC(=O)C1CC(=O)N(C)CCc1ccccn1 (stereo not drawn)	1	-3	5%	-9	?	14%	2%	5%	3%	3
CCOC(=O)/C(O)=C/c1ncc(C(F)(F)F)cc1Cl	9	10	-3%	-18	10%	-6%	-3%	0%	-3%	1
O=C(Nc1cc([N+](=O)[O-])ccc1F)C1CCN(S(=O)(=O)c2cccs2)CC1	-6	·	-5%	-3	-21%	-13%	·	0%	9%	18
CC(C)Cn1c(N)c(C(=O)NCC2CCCO2)c2nc3ccccc3nc21 (stereo not drawn)	7	24	?	3	8.9µM*	-5%	12%	-1%	-5%	5
Cc1ccc(C)c(OCCC(=O)OCC(=O)N2CCN(c3ccccc3)CC2)c1	4	6	-1%	1	11%	-8%	-15%	-7%	-22%	-8
COc1cc(/C=C/C(=O)NCCc2ccc(S(N)(=O)=O)cc2)ccc1OCC#N	3	0	6%	-16	1%	3%	12%	8%	-6%	2
Cc1cc(C(=O)N2CCC(C(=O)O)CC2)c(C(F)(F)F)o1	2	0	2%	1	0%	-3%	-3%	1%	-2%	-1
Continuation.
SMILES	TSHR antagonist	TRPV1 agonist	A-T KAP1 phos	KCNH2 3.1 inh	ELG1 repair inh	Eya2 phos inh	Mito fusion act	USP2a block	TCR activator	KCNH2 WT inh
COc1ccc([N+](=O)[O-])cc1NCc1ccccc1	-18	10	-1%	-27	?	-28%	10%	0%	3%[46.1 µM]	5
CCN(CC)CCCNC(=O)c1oc2ccc(S(=O)(=O)N3CC(C)CC(C)C3)cc2c1C (stereo not drawn)	10	-2	-3%	3	-3%	-7%	-4%	-1%	-4%	6
O=C(CN1C(=O)c2cccnc2Oc2ccc(Cl)cc21)NCCc1ccccc1	-9	20	-1%	6	17%	-2%	?	3%	2%	-7
CC(=O)NC(Cc1cc(C)ccc1C)C(=O)N1CCN(C(=O)Nc2ccc(C(C)=O)cc2)CC1 (stereo not drawn)	-1	-4	16%	-1	?	-1%	2%	0%	5%	-9
CCCC(=O)N1c2ccccc2C(N(C(C)=O)c2ccccc2)CC1C (stereo not drawn)	-3	7	3%	-1	-5%	-2%	-4%	3%	-10%	0
COc1cc(/C=N/n2c(-c3ccccc3)n[nH]c2=S)ccc1O	3	·	-1%	0	?	7%	6%	0%	-2%	-6
CCOC(=O)C1CCN(S(=O)(=O)CCNC(=O)c2ccccc2)CC1	13	2	16%	0	9%	-27%	-3%	-6%	-7%	4
COCCCN(C(=O)c1cc2c(s1)CCCCC2)c1c(N)n(Cc2ccccc2)c(=O)[nH]c1=O	0	-3	-2%	-38	4%	-11%	0%	1%	5%	1
COc1ccc(S(=O)(=O)N/N=C\c2ccc3c(c2)OCO3)cc1	6	3	-3%	20	-1%	18%	-4%	0%	·	-4
CC1(C)NC(=O)N(CC(O)CN(c2cccc([N+](=O)[O-])c2)S(=O)(=O)c2ccccc2)C1=O (stereo not drawn)	1	-3	9%	-27	2%	-4%	-8%	4%	-5%	-5
O=C(CSc1ncnc2ccccc12)NCCCO	18	-5	6%	1	-5%	3%	7%	0%	-3%	-20
COc1ccc(S(=O)(=O)Nc2ccccc2-c2nnn(CC(=O)Nc3ccccc3OC)n2)cc1	-31	1	10%	-9	?	1%	-18%	1%	1%[46.1 µM]	-27
O=C(COC(=O)c1cc[n+]([O-])cc1)Nc1ccc(Cl)cc1[N+](=O)[O-]	-6	0	9%	-9	1%	4%	0%	2%	-3%	0
O=S(=O)(c1cccc2nsnc12)N1CCOCC1	2	1	10%	5	18%	1%	1%	?	2%	-10
NC(=O)c1c(NC(=O)CSc2nnc(-c3ccccc3)n2CC2CCCO2)sc2c1CCC2 (stereo not drawn)	0	5	-2%	11	?	3%	3%	2%	-1%	-7

9 entries from above, ordered by length of the SMILES, rising.
SMILES	TSHR antagonist	TRPV1 agonist	A-T KAP1 phos	KCNH2 3.1 inh	ELG1 repair inh	Eya2 phos inh	Mito fusion act	USP2a block	TCR activator	KCNH2 WT inh
O=C(CSc1ncnc2ccccc12)NCCCO	18	-5	6%	1	-5%	3%	7%	0%	-3%	-20
O=S(=O)(c1cccc2nsnc12)N1CCOCC1	2	1	10%	5	18%	1%	1%	?	2%	-10
COc1ccc([N+](=O)[O-])cc1NCc1ccccc1	-18	10	-1%	-27	?	-28%	10%	0%	3%[46.1 µM]	5
COc1ccc(S(=O)(=O)N/N=C\c2ccc3c(c2)OCO3)cc1	6	3	-3%	20	-1%	18%	-4%	0%	·	-4
CCOC(=O)C1CCN(S(=O)(=O)CCNC(=O)c2ccccc2)CC1	13	2	16%	0	9%	-27%	-3%	-6%	-7%	4
O=C(CN1C(=O)c2cccnc2Oc2ccc(Cl)cc21)NCCc1ccccc1	-9	20	-1%	6	17%	-2%	?	3%	2%	-7
O=C(COC(=O)c1cc[n+]([O-])cc1)Nc1ccc(Cl)cc1[N+](=O)[O-]	-6	0	9%	-9	1%	4%	0%	2%	-3%	0
CCN(CC)CCCNC(=O)c1oc2ccc(S(=O)(=O)N3CC(C)CC(C)C3)cc2c1C (stereo not drawn)	10	-2	-3%	3	-3%	-7%	-4%	-1%	-4%	6
CC1(C)NC(=O)N(CC(O)CN(c2cccc([N+](=O)[O-])c2)S(=O)(=O)c2ccccc2)C1=O (stereo not drawn)	1	-3	9%	-27	2%	-4%	-8%	4%	-5%	-5
